# Screening data from PubChem BioAssay.
# PREPL inh: inhibits the human prolyl oligopeptidase-like enzyme | 0.68% of 320,000 active | recombinant PREPL, fluorescence polarization activity-based probe | AID 2751 | inhibition, % at 5.96 µM | Q4J6C6; in the data active = inhibition above about 43%;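 also: 0% = enzyme with DMSO and 100% = wells lacking enzyme; many of its hits are not listed in these tables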
# LYPLA1 counter: blocks human lysophospholipase 1, a PME1 counter-screen. O75608. recombinant LYPLA1, FP-Rh probe fluorescence polarization. inhibition, % at 5.9 µM. 0.16% of 320,000 active. AID 2174;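 active = inhibition above the mean of all tested compounds plus 3 SD, set per campaign, cut at about 14% in these data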;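 also: inhibitors block serine hydrolase probe labeling of LYPLA1 so polarization falls; 0% = enzyme with DMSO and 100% = wells lacking LYPLA1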
# Target sequence (O75608 whole entry, looked up): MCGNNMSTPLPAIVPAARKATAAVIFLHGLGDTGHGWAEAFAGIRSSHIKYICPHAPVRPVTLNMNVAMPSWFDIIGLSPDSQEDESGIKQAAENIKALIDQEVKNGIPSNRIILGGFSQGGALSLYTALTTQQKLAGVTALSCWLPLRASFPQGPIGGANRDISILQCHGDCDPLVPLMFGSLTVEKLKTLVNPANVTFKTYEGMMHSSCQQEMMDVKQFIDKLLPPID
# LYPLA2 counter: LYPLA2 (human) inhibition in PME1 counter-screen; recombinant LYPLA2, FP-Rh probe fluorescence polarization; inhibition, % at 5.9 µM; 0.38% of 320,000 active; AID 2177;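 active = inhibition above the screen-wide mean plus 3 SD, limit set per campaign, cut at about 26% in these data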;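 also: 0% = LYPLA2 with DMSO and 100% = wells lacking LYPLA2 enzyme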
# PAFAH1B2 inh: inhibitors of human PAFAH1B2 | P68402 | recombinant PAFAH1B2, FP-rhodamine activity probe, fluorescence polarization | inhibition, % at 3.39 µM | 1.2% of 340,000 active | AID 492953;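 active = inhibition above the mean of all tested compounds plus 3 SD, cut at about 24% in these data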;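 also: 0% = enzyme with DMSO and 100% = wells lacking PAFAH1B2; many of its hits are not listed in these tables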
# Target sequence (P68402 whole entry, looked up): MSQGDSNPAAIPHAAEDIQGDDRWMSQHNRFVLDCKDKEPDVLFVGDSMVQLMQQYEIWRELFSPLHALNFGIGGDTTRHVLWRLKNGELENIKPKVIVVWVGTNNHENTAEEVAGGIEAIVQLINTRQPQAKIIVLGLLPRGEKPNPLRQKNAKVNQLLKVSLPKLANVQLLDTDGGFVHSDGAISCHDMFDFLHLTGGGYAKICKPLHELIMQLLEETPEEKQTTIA
# pPAFAH FP inh: pPAFAH (human) enzyme inhibition. Q13093. recombinant pPAFAH, FP-rhodamine probe fluorescence polarization. inhibition, % at 3.39 µM. 1.5% of 330,000 active;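 active = inhibition above the mean inhibition across the screen plus 3 SD, cut at about 25% in these data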;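 also: inhibitors block binding of the rhodamine activity-based probe so polarization drops; 0% = enzyme with DMSO and 100% = wells lacking pPAFAH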
# EBNA-1 inh: blocks EBNA-1 binding to DNA. EBNA-1 DNA binding, fluorescence polarization. 0.34% of 300,000 active. AID 1950. inhibition, % at 14.8 µM; in the data active = inhibition above about 28%
# PAFAH1B3 inh: PAFAH1B3 (human) inhibition | Q15102 | recombinant PAFAH1B3, FP-rhodamine probe, fluorescence polarization | inhibition, % at 3.39 µM | 0.28% of 340,000 active;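 active = inhibition above the screen-wide average of all tested compounds plus 3 SD, cut at about 25% in these data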;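 also: 0% = enzyme with DMSO only and 100% = wells lacking PAFAH1B3 protein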
# Target sequence (Q15102 whole entry, looked up): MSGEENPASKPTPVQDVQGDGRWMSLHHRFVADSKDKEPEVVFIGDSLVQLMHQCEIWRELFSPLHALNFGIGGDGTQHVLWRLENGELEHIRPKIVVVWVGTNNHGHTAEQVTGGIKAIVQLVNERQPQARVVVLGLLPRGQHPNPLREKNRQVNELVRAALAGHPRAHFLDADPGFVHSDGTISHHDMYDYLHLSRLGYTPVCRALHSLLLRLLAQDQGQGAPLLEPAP
# ZTA counter: counter-screen for EBNA-1 inhibitors: inhibitors of Epstein-Barr virus ZTA; P03206; ZTA-DNA binding, fluorescence polarization; inhibition, % at 11 µM; 0.15% of 320,000 active; in the data active = inhibition above about 33%
# Target sequence (P03206 whole entry, looked up): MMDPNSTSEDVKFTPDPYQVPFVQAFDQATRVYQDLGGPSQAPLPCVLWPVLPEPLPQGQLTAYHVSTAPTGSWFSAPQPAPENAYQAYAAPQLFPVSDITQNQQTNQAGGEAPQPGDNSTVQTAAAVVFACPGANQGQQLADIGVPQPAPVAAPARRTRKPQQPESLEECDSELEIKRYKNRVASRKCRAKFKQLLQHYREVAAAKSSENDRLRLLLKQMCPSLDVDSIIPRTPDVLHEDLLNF
# PAFAH2 inh: inhibitors of human PAFAH2 | Q99487 | recombinant PAFAH2, FP-rhodamine activity probe, fluorescence polarization | inhibition, % at 3.39 µM | 0.99% of 340,000 active;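 active = inhibition above the mean over all tested compounds plus 3 SD, cut at about 30% in these data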;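 also: inhibitors block probe labeling of enzyme so polarization drops; 0% = enzyme with DMSO and 100% = wells lacking PAFAH2 protein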
# An asterisk follows results filed as active; nt = no result given. An excerpt (hit frequency here may not be typical).
# Start of the listing, in advance, four compounds:
SMILES,PREPL inh,LYPLA1 counter,LYPLA2 counter,PAFAH1B2 inh,pPAFAH FP inh,EBNA-1 inh,PAFAH1B3 inh,ZTA counter,PAFAH2 inh
CSc1nc(C(=O)N2CCCC(N3CCN(c4ccccc4C)CC3)C2)cs1 (configuration not stated),8,4,-2,1,7,8,-3,-14,6
Cc1c(C(=O)N2CCOCC2)sc(NC(=O)CCl)c1C#N,-1,-2,-5,-1,-8,-12,2,-15,-9
O=C(N/N=C/c1ccc2c(c1)OCO2)C(=O)Nc1ccc2ccccc2c1,18,1,-4,nt,1,-8,nt,-15,nt
O=C(COc1nncc2ccccc12)Nc1ccc(F)c(F)c1,-11,-3,2,4,5,3,11,2,7

# Results, previewed entries included:
SMILES,PREPL inh,LYPLA1 counter,LYPLA2 counter,PAFAH1B2 inh,pPAFAH FP inh,EBNA-1 inh,PAFAH1B3 inh,ZTA counter,PAFAH2 inh
CSc1nc(C(=O)N2CCCC(N3CCN(c4ccccc4C)CC3)C2)cs1 (configuration not stated),8,4,-2,1,7,8,-3,-14,6
Cc1c(C(=O)N2CCOCC2)sc(NC(=O)CCl)c1C#N,-1,-2,-5,-1,-8,-12,2,-15,-9
O=C(N/N=C/c1ccc2c(c1)OCO2)C(=O)Nc1ccc2ccccc2c1,18,1,-4,nt,1,-8,nt,-15,nt
O=C(COc1nncc2ccccc12)Nc1ccc(F)c(F)c1,-11,-3,2,4,5,3,11,2,7
Cc1ccc(NC(=O)CCS(=O)(=O)c2cccc3nonc23)cc1,-11,3,4,2,2,-8,3,-2,0
O=C(Nc1ccccn1)c1ccc([N+](=O)[O-])cc1Cl,3,1,7,3,5,-2,-4,-5,-2
O=C(N/N=C/c1ccc([N+](=O)[O-])o1)c1ccncc1,8,-1,-7,nt,4,-7,nt,4,nt
CC(OC(=O)CN1C(=O)c2ccccc2C1=O)C(=O)N(C)c1ccccc1 (configuration not stated),-1,1,1,1,-1,3,4,-10,1
CCN(CC)CCCN(C(=O)c1cccs1)c1nc(-c2ccc(OC)cc2)cs1,10,4,0,3,-4,-8,10,0,-4
CC(C)(CO)NC(=O)CC1C(=O)NCCN1Cc1ccc(-c2ccccc2)cc1 (configuration not stated),24,-1,2,5,3,-9,7,-1,-38
O=C1CCc2ccccc2N1Cc1ccccc1,-6,1,0,8,1,-3,6,4,3
COc1ccc(NC(=O)C2CC(c3c(F)cccc3Cl)=NO2)cc1OC (configuration not stated),1,5,8,9,0,-3,-7,1,4
COc1ccccc1/C=C1\SC(=S)N(CCC(=O)NCCCn2ccnc2)C1=O,6,5,7,4,6,4,4,-10,0
COc1ccc(NC2CC(=O)N(CCc3ccccc3)C2=O)cc1 (configuration not stated),-26,3,4,4,5,-4,-1,-9,2
O=C(O)Cc1ccc(NC(=O)C2CCCCC2C(=O)O)cc1 (configuration not stated),-1,1,6,5,4,-10,0,-6,0
Cn1cc(Br)cc2nc(C(F)(F)F)nc1-2,7,-1,-2,-3,-2,-6,0,-4,-1
S=C(NCCc1ccccn1)Nc1ccc(Cl)cc1,8,5,7,6,4,11,8,8,1
CC(=O)N1N=C(c2ccc(C)o2)CC1c1cccc(F)c1 (configuration not stated),4,-1,-2,1,-2,-15,9,-7,5
COc1ccccc1CNC(=O)C1CCCN(S(=O)(=O)c2cccs2)C1 (configuration not stated),6,-1,0,1,-3,-10,-3,-6,5
CCC1CCc2c(sc(NC(C)=O)c2C#N)C1 (configuration not stated),15,-4,-1,-2,11,-5,6,-5,-6
Cc1ccccc1OCC(O)Cn1c(N2CCCCC2)nc2c1c(=O)[nH]c(=O)n2C (configuration not stated),24,1,2,3,1,-2,3,-2,8
CCc1ccc(NC2=CC(=O)CC(C)(C)C2)cc1,5,1,7,5,0,1,8,-12,10
Cc1ccc(CSc2nc3nc(C)cc(C)c3c(=O)[nH]2)cc1,-11,-2,-5,23,-2,-12,6,-7,3
CN(C(=O)c1ccc2c(c1)C(=O)N(CCC1=CCCCC1)C2=O)C1CCCCC1,11,7,6,8,0,1,0,-31,3
Cc1cccc(CN2CCC(C(=O)Nc3ccc(Oc4cccnc4)cc3)CC2)c1,-3,-3,5,-5,-2,-4,-9,6,-1

# Compound profiles, from the list above. Values in the order: PREPL inh	LYPLA1 counter	LYPLA2 counter	PAFAH1B2 inh	pPAFAH FP inh	EBNA-1 inh	PAFAH1B3 inh	ZTA counter	PAFAH2 inh
# `Cc1ccc(CSc2nc3nc(C)cc(C)c3c(=O)[nH]2)cc1` in the list: -11	-2	-5	23	-2	-12	6	-7	3
# `O=C(N/N=C/c1ccc2c(c1)OCO2)C(=O)Nc1ccc2ccccc2c1` in the list: 18	1	-4	nt	1	-8	nt	-15	nt
# `O=C(Nc1ccccn1)c1ccc([N+](=O)[O-])cc1Cl` in the list: 3	1	7	3	5	-2	-4	-5	-2

# Following part.
SMILES,PREPL inh,LYPLA1 counter,LYPLA2 counter,PAFAH1B2 inh,pPAFAH FP inh,EBNA-1 inh,PAFAH1B3 inh,ZTA counter,PAFAH2 inh
Cc1noc(C)c1COC(=O)/C=C/c1ccccc1Cl,0,-4,5,3,11,3,1,2,3
O=C(O)CCCNC(=O)/C(=C\C=C\c1ccccc1)NC(=O)c1ccccc1Cl,-4,1,-4,3,4,7,1,9,-2
CCOC(=O)Cc1csc(NC(=O)c2c(O)c3ccccc3n(CC(C)C)c2=O)n1,-2,-1,-3,8,-1,9,13,9,4
CC(=O)c1c(C)nc2ccccc2c1N,-8,-2,-4,0,1,9,-1,-6,-2
Cc1nc(-c2ccc([N+](=O)[O-])cc2)c(-c2ccccc2)o1,5,-3,-7,4,3,-17,3,-9,-5
Cc1ccc2ncnc(-c3ccccc3)c2c1,-1,1,0,4,-1,5,3,-2,0
CCN(CC)C(=S)NC(=O)c1ccc(F)cc1,4,-4,-7,-4,0,-13,0,1,-3
CCCCCC(=O)N1CC2(CC(c3cccc(NC(=O)COc4ccc(Cl)cc4)c3)=NO2)C[C@@H]1C(N)=O (some centres not stated),38,-3,-2,-3,0,-4,-3,3,2
Cc1ccc(-c2nc(S(=O)(=O)c3ccccc3)c(SCC(=O)NCC3CCCO3)o2)cc1 (configuration not stated),-10,1,4,5,7,-7,-7,-6,9
COCCn1c(-c2ccc(OC)cc2)cnc1SCC(=O)Nc1cc(C)on1,14,0,-3,0,-1,5,5,-16,-3
N=C1S/C(=C\c2ccco2)C(=O)N1c1nccs1,9,0,4,5,19,2,7,0,8
COC(=O)c1cc2c(C)c(C)c3ccccn3c-2c1C(=O)OC,9,5,-1,4,3,7,-3,-14,-1
Cc1c(NC(=O)Cc2noc3ccccc23)cccc1[N+](=O)[O-],5,-2,1,-1,-3,-1,8,-9,-2
O=C(O)c1cc([N+](=O)[O-])ccc1NCCO,10,5,4,4,-1,10,6,2,17
CC1CC(C)CN(C(=O)COC(=O)/C=C/c2ccco2)C1 (configuration not stated),9,nt,nt,6,1,nt,6,nt,10
Cc1ccc2nc(SCC(=O)Nc3cc(C)on3)nc(=O)n2c1,-4,-1,-2,6,1,-1,4,5,6
CC1CCN(C(=O)CC2C(=O)Nc3c2c(=O)n(C)c(=O)n3Cc2ccccc2)CC1 (configuration not stated),-3,0,-4,0,6,-2,-1,-13,5
Cc1ccc(CNC(=O)Cc2ccc(-c3ccccc3)cc2)cc1,1,0,-1,2,-2,13,10,11,0
CN(CCC1CCOCC1)C(=O)CC1C(=O)NCCN1Cc1c(F)cccc1Cl (configuration not stated),4,-1,3,0,-4,5,11,-6,-4
Cc1ccc(-n2c(=O)[nH]cc(C(=O)N3CCc4ccccc43)c2=O)cc1C,-4,1,0,-2,1,-1,-1,2,-3
Cc1ccc(CN(Cc2ccco2)S(=O)(=O)c2ccc(S(=O)(=O)NCC3CCCO3)cc2)cc1 (configuration not stated),1,-6,-5,3,17,1,7,3,1
CC(C)C[C@H](NC(=O)C1CCN(S(=O)(=O)c2ccccc2)CC1)C(=O)NCc1ccccn1,-1,-1,7,3,7,6,9,9,3
Cc1ccc(S(=O)(=O)Nc2nc(-c3ccccc3)cs2)cc1,-5,1,3,3,15,7,8,9,3
COc1cc(/C=C2/SC(=Nc3ccc(O)cc3)NC2=O)ccc1O,10,-4,-11,3,7,-9,-4,-4,-1
CCOc1ccc(/C=N/Nc2nncc(-c3ccccc3)n2)cc1OC,6,0,7,2,0,-3,11,10,8
# (cont.)
SMILES,PREPL inh,LYPLA1 counter,LYPLA2 counter,PAFAH1B2 inh,pPAFAH FP inh,EBNA-1 inh,PAFAH1B3 inh,ZTA counter,PAFAH2 inh
COc1ccccc1NC(=O)CSc1nc(N)c(-c2ccccc2)c(=O)[nH]1,8,0,0,-1,2,-14,5,-8,8
Cc1cc(C(=O)CSc2nc3ccc(Cl)cc3[nH]2)c(C)n1C,4,-1,-1,2,4,-1,-1,-17,-12
N#C/C(=C\c1ccc(-c2nc3ccccc3s2)o1)C(N)=O,2,0,-8,6,3,-6,3,-9,5
CCCc1nc2c([nH]1)C(c1cccnc1)C(C#N)=C(N)O2 (configuration not stated),-1,3,1,4,3,9,2,-9,4
COc1cc(/C=N/NC(=O)c2cnccn2)ccc1O,1,-5,0,1,6,2,3,2,3
CC(C)(C)c1nn(-c2ccccc2)c2nc(Cl)c(C=O)cc12,10,3,7,0,2,2,5,-28,-2
Cc1cc(C(=O)CCC(=O)N(C)CC(=O)Nc2ccccc2Br)c(C)s1,1,-5,-11,-5,-3,2,-11,-1,3
C=CCN1C(=O)c2ccc(C(=O)N3CCN(S(=O)(=O)c4cccc([N+](=O)[O-])c4)CC3)cc2C1=O,4,-1,5,1,-6,nt,6,13,7
NC(=O)C1CCN(CC(=O)Nc2cc(S(=O)(=O)N3CCOCC3)ccc2N2CCCC2)CC1,13,0,0,-1,-6,nt,2,-11,3
COc1cccc(C2/C(=C(/O)c3ccc(C)cc3)C(=O)C(=O)N2Cc2ccco2)c1 (configuration not stated),4,2,6,1,-1,-6,9,-1,10
CCN(CC)S(=O)(=O)c1ccc(/C(O)=C(\C#N)c2nc3ccccc3n2C)cc1,15,0,6,-4,0,9,10,-1,1
O=C(O)C1C2C=CC(C3CC23)C1C(=O)O (configuration not stated),-6,-3,2,-2,7,10,4,-10,3
COc1cc2c(cc1OC)[C@H](C)N(C(=S)Nc1ccc(F)cc1)CC2,-2,-1,-2,nt,-2,-1,nt,-2,nt
Cc1ccc(NC(=O)N/C=C/c2ccccc2)cc1,-1,-14,-24,0,39*,-3,-8,-10,-1
